Source: PubChem (several laboratories)
PRMT1 inh: PRMT1 (human) inhibition, primary screen | recombinant PRMT1, activity-based probe fluorescence polarization | inhibition, % at 2.79 µM | hit rate 1.3% among 370,000;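 active = inhibition above about 21% made by adding two undisclosed values, limit read from the data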
Target sequence (Q99873 whole entry, looked up): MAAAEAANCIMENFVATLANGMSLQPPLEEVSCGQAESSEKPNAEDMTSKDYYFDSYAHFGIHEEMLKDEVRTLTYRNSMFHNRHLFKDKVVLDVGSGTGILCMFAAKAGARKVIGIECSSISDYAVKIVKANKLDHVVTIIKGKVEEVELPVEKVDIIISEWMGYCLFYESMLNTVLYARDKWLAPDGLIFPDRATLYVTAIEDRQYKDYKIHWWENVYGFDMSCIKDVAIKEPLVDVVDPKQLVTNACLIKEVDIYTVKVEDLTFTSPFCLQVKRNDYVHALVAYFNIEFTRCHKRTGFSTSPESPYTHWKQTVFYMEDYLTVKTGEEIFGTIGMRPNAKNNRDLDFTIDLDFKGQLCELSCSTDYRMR
SIAE primary: human SIAE inhibition, primary screen | SIAE FP-Rh probe binding, fluorescence polarization | hit rate 0.69% among 370,000 | inhibition, % at 9.66 µM | AID 1053197;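 active = inhibition above a cutoff: mean of compounds within the control limits plus 3 SD of those, cut at about 17% in these data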;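 also: 0% = plate median of compound wells and 100% = probe without SIAE protein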
rCAG RNA binder: molecules binding r(CAG) RNA repeats | r(CAG) RNA repeat, TO-PRO-1 dye displacement fluorescence | inhibition, % at 3 µM | hit rate 1.3% among 370,000;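 active = inhibition above the plate cutoff, the mean of all test compounds on that plate plus 3 SD, cut at about 35% in these data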;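 also: 0% = DMSO alone and 100% = 100 µM mitoxantrone as full dye displacement; higher means more dye released from RNA so lower well fluorescence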
LEDGF integ inh: blocks HIV-1 LEDGF/p75-dependent DNA integration | TR-FRET IN-LEDGF/p75 DNA integration, Eu/Cy5 | inhibition, % at 3.7 µM | hit rate 0.64% among 370,000;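 active = inhibition above the screen-wide mean plus 3 SD, cut at about 13% in these data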;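 also: signal is the Cy5 over europium emission ratio at 671 and 618 nm; 0% = plate median of compound wells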
TDP2 absorb: blocks human TDP2 phosphodiesterase activity. hit rate 0.34% among 370,000. inhibition, % at 12.8 µM. recombinant TDP2, T5PNP hydrolysis, p-nitrophenol absorbance 415 nm. O95551;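 active = inhibition above the mean of all tested compounds plus 3 SD, set per campaign, cut at about 25% in these data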;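 also: 0% = DMSO with enzyme and 100% = buffer with substrate but no TDP2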
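Read-out basis: percent inhibition. System: recombinant human TDP2. Buffer or medium: Mg2+-containing Tris-HCl buffer, pH 7.5. Repeats: single replicate. Timing: reaction 2 h, 37 °C. Benchmarks: high control without enzyme, low control DMSO plus TDP2. Probe or stimulus: 5 mM T5PNP. Doses: 12.8 µM only. Measured by: epi absorbance of p-nitrophenol freed from T5PNP by hydrolysis.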
HTRA1 inhibitor: blocks human HTRA1 serine peptidase; Q92743; recombinant HTRA1, FP-rhodamine activity-based probe, fluorescence polarization; AID 504803; hit rate 0.5% among 340,000; inhibition, % at 5.96 µM; in the data active = inhibition above about 36%;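 also: 0% = enzyme with DMSO and 100% = wells lacking enzyme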
TCR-CD3 inh: human TCR-CD3 binding inhibition; TAMRA-labeled TCR probe fluorescence, biochemical; inhibition, % at 9.4 µM; hit rate 0.37% among 360,000; AID 651800; in the data active = inhibition above about 19%;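 also: recombinant mutant TCR 2C K166C tagged with TAMRA read by polarization; 0% = receptor in buffer alone and 100% = receptor with positive control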
PG9 binder: small molecules binding HIV-1 gp120 antibody PG9; TR-FRET gp120-PG9 antibody binding; inhibition, % at 6.7 µM; hit rate 0.43% among 360,000; AID 624416; in the data active = inhibition above about 8.5%
NR1D1 modulator: modulators of human Rev-erb alpha DNA binding. hit rate 0.79% among 370,000. activity, % at 10 µM. P20393. Rev-erbα–FITC-DNA binding, fluorescence polarization, 90 min. AID 1259318;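 active = activity above about 14%, limit read from the data; passing the limit was not always enough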;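 also: 0% = DMSO wells with 35 nM protein and 100% = DMSO wells with 750 nM protein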
Target sequence (P20393 whole entry, looked up): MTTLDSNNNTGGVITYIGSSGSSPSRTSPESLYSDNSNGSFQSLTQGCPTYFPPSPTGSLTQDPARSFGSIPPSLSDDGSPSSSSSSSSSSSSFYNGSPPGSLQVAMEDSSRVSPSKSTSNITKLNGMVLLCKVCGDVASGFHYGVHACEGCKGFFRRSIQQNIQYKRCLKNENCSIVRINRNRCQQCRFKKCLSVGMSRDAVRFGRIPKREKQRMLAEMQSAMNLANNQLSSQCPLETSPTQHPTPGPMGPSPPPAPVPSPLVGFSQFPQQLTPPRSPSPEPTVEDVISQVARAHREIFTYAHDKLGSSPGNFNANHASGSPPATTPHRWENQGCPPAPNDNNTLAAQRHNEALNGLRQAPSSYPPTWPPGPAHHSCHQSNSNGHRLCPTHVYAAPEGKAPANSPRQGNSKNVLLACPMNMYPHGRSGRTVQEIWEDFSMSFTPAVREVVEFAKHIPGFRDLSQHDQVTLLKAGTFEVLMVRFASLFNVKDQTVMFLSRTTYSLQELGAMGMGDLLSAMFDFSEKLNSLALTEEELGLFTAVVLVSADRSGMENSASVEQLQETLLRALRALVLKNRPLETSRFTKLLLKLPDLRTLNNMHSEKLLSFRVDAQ
ABHD4 inh: inhibits mouse alpha/beta hydrolase domain 4; purified mABHD4, FP-Rh probe fluorescence polarization; inhibition, % at 8.92 µM; hit rate 0.54% among 370,000; AID 720543;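 active = inhibition exceeding the mean over every tested compound plus 3 SD, cut at about 30% in these data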;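 also: 0% = plate median of compound wells and 100% = S159A mutant with DMSO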
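Assay system: Wild-type mouse ABHD4 protein | Medium: HEPES pH 7.0 buffer, 150 mM NaCl, 0.01% Pluronic F-127 | Incubation: Enzyme–compound pre-incubation 45 min, then probe 60 min, both 25 °C | Technique: Fluorescence polarization with parallel and perpendicular emission, 525/598 nm | Evaluation: % inhibition of FP-Rh probe binding versus controls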
Active calls of the source: *; . = no result given.

SMILES	PRMT1 inh	SIAE primary	rCAG RNA binder	LEDGF integ inh	TDP2 absorb	HTRA1 inhibitor	TCR-CD3 inh	PG9 binder	NR1D1 modulator	ABHD4 inh
CCCN(CCC)CCNC(=O)c1cc2c(-c3ccc(Cl)cc3)nn(C)c2s1	2.9	-9.9	7.3	-1.9	0.6	-47.2	1.7	-0.6	0.1	-1.0
COc1ccccc1NS(=O)(=O)c1ccc2ccccc2c1	3.9	-5.5	1.0	-5.3	-8.4	-13.5	-5.4	0.7	4.3	0.2
CC(=O)c1nnn(-c2cccc([N+](=O)[O-])c2)c1C	2.8	2.5	0.8	2.0	-3.7	-1.0	-1.1	0.0	-2.2	9.7
CC(C)CNC(=S)N1CCN(Cc2ccc3c(c2)OCO3)CC1	0.8	-2.0	-8.6	2.5	-0.8	7.1	-2.8	-0.3	-4.4	7.2
Cc1cc(C)nc(Sc2ccc3nnnn3n2)n1	2.7	-1.6	-1.2	-3.5	1.8	1.0	2.5	-1.0	-0.1	-1.0
Cc1ccc(S(=O)(=O)CCC(=O)Nc2ccc(Br)cc2)cc1	0.1	-3.6	-1.3	-2.4	7.1	1.0	-1.2	3.8	2.2	-5.7
Cc1nn(C(=O)c2ccc3c(c2)OCO3)c(N)c1-c1ccccc1	1.7	0.7	0.5	4.4	-3.4	11.7	0.2	-1.6	7.7	-5.8
O=C1NC[C@H](Cc2ccc(O)cc2)N(C[C@@H]2CCCN2C[C@H](Cc2ccc(O)cc2)N2C[C@H](Cc3ccccc3)N(CC3CCCCCC3)C(=O)C2=O)C1=O	0.6	4.8	11.3	0.5	0.9	.	6.9	0.2	-8.0	5.8
O=C(OCCN=C1NS(=O)(=O)c2ccccc21)c1cccs1	-3.0	2.3	-0.6	2.1	1.8	-2.5	0.4	-0.4	-3.6	-1.2
Nc1nnc(CSCc2cccc(Br)c2)s1	-0.1	7.0	1.9	-2.0	6.0	-6.1	8.3	0.0	1.6	-2.1
NC(=O)COc1ccc2oc(=O)cc(-c3cc4ccccc4o3)c2c1	3.0	-7.8	13.7	3.7	5.2	-7.6	-6.1	-0.8	0.7	1.2
CC(=O)Nc1ccc(-c2csc(NC=C3C(=O)OC(C)(C)OC3=O)n2)cc1	0.3	2.1	3.0	4.4	7.4	7.8	2.7	-1.9	-2.4	-6.2
CCOC(=O)COc1ccccc1/C=N/O	-2.5	0.6	0.0	-1.0	-1.6	-0.1	7.6	-1.9	2.3	-2.6
Cc1ccc(OCCNS(=O)(=O)c2ccc(N3CCCC3=O)cc2)cc1	-4.2	-8.3	0.8	-2.8	-16.2	9.6	7.9	-1.7	0.6	-9.4
Cc1ccc(C(=O)NC(=S)NNS(=O)(=O)c2ccc(C)cc2)cc1	22.6*	1.0	21.7	-1.8	10.4	0.3	4.8	0.6	5.0	22.4
COc1ccc(C(=O)Nc2nc(-c3ccc(S(=O)(=O)N4CCOCC4)cc3)cs2)cc1	17.8	-59.9	20.0	-3.8	-9.7	-57.2	6.5	-3.7	17.9	-66.9
NNC(=O)C(Cc1cnc[nH]1)NC(=O)OCc1ccccc1 (stereo not given)	-2.0	0.8	-1.9	-4.8	1.5	-22.2	-3.3	0.2	0.9	1.7
CCOC(=O)C(C)Sc1nnc(NC(=O)c2ccc3c(c2)OCO3)s1 (stereo not given)	5.8	-2.7	-1.1	-0.1	1.6	3.5	-8.5	-0.4	-7.2	-1.8
COc1ccc(NC(=O)NNC(=O)COc2ccc([N+](=O)[O-])c(C)c2)cc1OC	-1.8	8.1	1.7	0.6	15.2	4.0	2.4	-0.6	0.5	8.7
COC(=O)C1C2CCCCC1C(=O)O2 (stereo not given)	-0.4	-4.0	0.0	-0.2	2.2	0.0	9.1	-0.5	-2.1	-4.2
CS/C(=N\S(=O)(=O)c1cccs1)Nc1ccc(Cl)cc1	-0.1	-3.5	3.5	-0.4	-0.6	-9.4	4.4	-4.1	-4.3	-6.3
COCCCN1C(=O)C(=O)/C(=C(/O)c2ccc3c(c2)OCCO3)C1c1ccc(C(=O)OC)cc1 (stereo not given)	-1.7	-5.4	3.6	0.6	7.3	0.3	4.6	1.3	-4.5	-1.0
Cc1ccc(NC(=O)CC(=O)c2ccccc2)cc1C	-2.0	-3.2	7.5	-1.4	0.0	-18.0	2.8	-2.4	7.6	-13.1
COc1cccc(NC(=O)N(C)C[C@H]2OCc3cnnn3CCCC(=O)N([C@H](C)CO)C[C@@H]2C)c1	-3.4	7.2	2.7	-5.0	8.0	0.1	2.6	0.9	-1.5	-6.5
O=c1cc(N2CCOCC2)c2ccccc2o1	2.0	-1.4	-1.6	0.9	3.5	6.5	-2.8	-0.4	-5.2	-4.0
The list goes on.
SMILES	PRMT1 inh	SIAE primary	rCAG RNA binder	LEDGF integ inh	TDP2 absorb	HTRA1 inhibitor	TCR-CD3 inh	PG9 binder	NR1D1 modulator	ABHD4 inh
C#C[C@]1(O)CC[C@H]2[C@@H]3CCc4cc(O)ccc4[C@H]3CC[C@@]21C	-1.5	-3.8	1.4	-0.8	-6.3	-15.8	3.1	-0.2	0.6	-11.8
COc1ccc(OC)c(C(=O)NC(CC(N)=O)c2ccc(NCCOc3ccccc3)c([N+](=O)[O-])c2)c1 (stereo not given)	1.5	4.5	7.3	-2.3	-4.9	-17.6	6.3	4.1	1.9	7.3
CCOc1ccc(NC(=O)N(CCN(C)C)C(C)c2ccncc2)cc1 (stereo not given)	-2.1	5.7	0.0	-0.1	-0.4	1.9	-3.3	0.6	2.0	2.5
Cc1ccccc1-c1nc2ccccc2c(=O)n1C1CCS(=O)(=O)C1 (stereo not given)	9.4	0.2	-4.8	1.9	15.6	1.2	4.0	-0.7	-1.1	-2.0
COc1cc(C(C2C(=O)CC(C)(C)CC2=O)C2C(=O)CC(C)(C)CC2=O)ccc1OC(C)=O	-3.5	7.3	-1.1	6.9	-13.7	-1.6	-1.4	-0.6	-2.7	-9.3
CNC(=S)N(Cc1ccc(OC)cc1)Cc1cc2cccc(C)c2[nH]c1=O	0.7	-2.6	-4.2	1.7	7.8	4.5	7.1	-4.1	10.4	1.3
Cc1cc(C)c2nc(N3CCCC(C(=O)NC4CCCC4)C3)sc2c1 (stereo not given)	3.6	-3.6	-1.8	0.4	1.0	6.4	-0.2	-1.4	8.1	2.6
O=C(CN1C(=O)CC(c2ccccc2)=Nc2ccccc21)NC1CCCCC1	-4.1	0.7	-6.4	-0.5	1.0	-4.5	-1.9	-1.3	-8.3	-2.5
CCN(CC)C(=O)CSc1nc(O)cc(=O)n1C	0.5	1.2	3.0	2.9	7.2	-1.9	-1.4	-0.7	1.4	-5.0
CC(CC(=O)N(C)c1c(N)n(Cc2ccccc2)c(=O)[nH]c1=O)c1ccccc1 (stereo not given)	-5.2	-2.6	-3.8	5.4	9.8	3.6	6.5	-0.4	-3.0	1.1
O=C(CNC(=O)c1ccco1)NCC(=O)OCc1c(F)cccc1Cl	0.9	0.7	-2.3	-3.2	14.9	-0.7	0.4	-0.4	2.5	0.1
COc1ccc(OC)c(NC(=O)COC(=O)Cc2ccc(Br)cc2)c1	1.8	12.5	-5.8	3.4	7.2	-1.4	2.1	-1.6	-2.0	2.6
Cc1ccccc1OCC(=O)NNC(=O)c1ccoc1C	-0.5	0.4	3.8	3.0	-2.4	2.8	5.5	-1.0	-7.3	4.0
COC(=O)C1(C)CCc2cc(OC)ccc2C1=O (stereo not given)	-0.6	-1.3	-2.0	4.8	3.5	-0.4	-4.3	1.3	2.8	6.2
O=C(CCCN=C1NS(=O)(=O)c2ccccc21)OCC(=O)c1ccc(F)cc1	0.2	-0.5	1.1	1.9	-1.2	3.1	-2.6	0.3	-3.1	4.2
COc1ccc(N2CC(C(=O)Nc3ccc(S(=O)(=O)Nc4nccs4)cc3)CC2=O)c(OC)c1 (stereo not given)	2.7	4.5	28.3	0.1	2.8	-1.0	-10.5	-1.1	-3.5	1.7
CCn1c(COc2ccccc2C)nc2ccccc21	1.9	0.0	-3.2	1.0	0.8	-5.1	7.3	0.3	-2.8	-7.1
COC(=O)c1cc2oc3ccccc3c2n1Cc1ccccn1	-2.2	-4.5	1.4	-0.1	1.3	-16.5	3.9	0.5	2.6	-11.1
Clc1ccc(CN2CCCCCCC2)cc1	0.9	1.9	-0.9	6.3	-11.2	0.2	0.8	-0.3	6.6	9.3

Some of the entries so far, in markdown.
| smiles | PRMT1 inh | SIAE primary | rCAG RNA binder | LEDGF integ inh | TDP2 absorb | HTRA1 inhibitor | TCR-CD3 inh | PG9 binder | NR1D1 modulator | ABHD4 inh |
| --- | --- | --- | --- | --- | --- | --- | --- | --- | --- | --- |
| Cc1ccccc1-c1nc2ccccc2c(=O)n1C1CCS(=O)(=O)C1 (stereo not given) | 9.4 | 0.2 | -4.8 | 1.9 | 15.6 | 1.2 | 4.0 | -0.7 | -1.1 | -2.0 |
| COc1cc(C(C2C(=O)CC(C)(C)CC2=O)C2C(=O)CC(C)(C)CC2=O)ccc1OC(C)=O | -3.5 | 7.3 | -1.1 | 6.9 | -13.7 | -1.6 | -1.4 | -0.6 | -2.7 | -9.3 |
| CNC(=S)N(Cc1ccc(OC)cc1)Cc1cc2cccc(C)c2[nH]c1=O | 0.7 | -2.6 | -4.2 | 1.7 | 7.8 | 4.5 | 7.1 | -4.1 | 10.4 | 1.3 |
| Cc1cc(C)c2nc(N3CCCC(C(=O)NC4CCCC4)C3)sc2c1 (stereo not given) | 3.6 | -3.6 | -1.8 | 0.4 | 1.0 | 6.4 | -0.2 | -1.4 | 8.1 | 2.6 |
| O=C(CN1C(=O)CC(c2ccccc2)=Nc2ccccc21)NC1CCCCC1 | -4.1 | 0.7 | -6.4 | -0.5 | 1.0 | -4.5 | -1.9 | -1.3 | -8.3 | -2.5 |
| CCN(CC)C(=O)CSc1nc(O)cc(=O)n1C | 0.5 | 1.2 | 3.0 | 2.9 | 7.2 | -1.9 | -1.4 | -0.7 | 1.4 | -5.0 |
| CC(CC(=O)N(C)c1c(N)n(Cc2ccccc2)c(=O)[nH]c1=O)c1ccccc1 (stereo not given) | -5.2 | -2.6 | -3.8 | 5.4 | 9.8 | 3.6 | 6.5 | -0.4 | -3.0 | 1.1 |
| O=C(CNC(=O)c1ccco1)NCC(=O)OCc1c(F)cccc1Cl | 0.9 | 0.7 | -2.3 | -3.2 | 14.9 | -0.7 | 0.4 | -0.4 | 2.5 | 0.1 |
| COc1ccc(OC)c(NC(=O)COC(=O)Cc2ccc(Br)cc2)c1 | 1.8 | 12.5 | -5.8 | 3.4 | 7.2 | -1.4 | 2.1 | -1.6 | -2.0 | 2.6 |
| Cc1ccccc1OCC(=O)NNC(=O)c1ccoc1C | -0.5 | 0.4 | 3.8 | 3.0 | -2.4 | 2.8 | 5.5 | -1.0 | -7.3 | 4.0 |
| COC(=O)C1(C)CCc2cc(OC)ccc2C1=O (stereo not given) | -0.6 | -1.3 | -2.0 | 4.8 | 3.5 | -0.4 | -4.3 | 1.3 | 2.8 | 6.2 |

Not all compounds are listed (hit frequency here may not be typical).
